3CLpro inhibitor – SARS-CoV 3CLpro protease inhibition | recombinant SARS-CoV 3CLpro, quenched FRET peptide cleavage | inhibition, % at 6 µM | P0C6X7 | 290,000 compounds, 0.14% hits; in the data active = inhibition above about 12%
CCHF vOTU inh – blocks the CCHF virus ovarian tumor domain protease. CCHFV vOTU protease, Pep-AMC fluorescence. inhibition, % at 11.5 µM. 370,000 compounds, 0.55% hits; in the data active = inhibition above about 30%; note: 0% = vehicle wells with enzyme and 100% = no enzyme wells
Rv3671c inh – inhibits the M. tuberculosis serine protease Rv3671c | inhibition, % at 5.96 µM | 320,000 compounds, 0.048% hits | AID 2606; in the data active = inhibition above about 38%;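 note: extracellular domain of Rv3671c used as enzyme; 0% = enzyme with DMSO and 100% = no enzyme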
PrPC TRFRET – cell surface PrPC inhibition, primary TR-FRET screen. 370,000 compounds, 0.43% hits. P04156. AID 720596. TR-FRET read-out. inhibition, % at 13.8 µM; in the data active = inhibition above about 24%; note: 0% = median of the test wells and 100% = reference compound wells
PriA SSB inh – inhibitors of Klebsiella pneumoniae PriA binding to SSB C-terminal tail. AID 1272365. 430,000 compounds, 0.6% hits. inhibition, % at 33 µM. AlphaScreen SSBct-PriA binding, biotinylated peptide; in the data active = inhibition mostly above about 37%, no sharp cut-off; inactive = mostly below about 20%;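 note: plate controls were negative control peptide for no effect and reference peptide for full effect; strong numbers were not always called active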
BoNT A protease – BoNT A light chain protease inhibition. multiplex microsphere protease substrate cleavage, flow cytometry. inhibition, % at 10 µM. 360,000 compounds, 0.17% hits; note: plate controls were buffer without enzyme for full effect and enzyme alone for no effect
Anthrax LF prot – blocks Bacillus anthracis lethal factor protease; multiplex microsphere protease cleavage assay, LF; inhibition, % at 10 µM; 360,000 compounds, 0.12% hits; note: plate controls were buffer without enzyme for full effect and enzyme alone for no effect
Target sequence (P15917 whole entry, looked up): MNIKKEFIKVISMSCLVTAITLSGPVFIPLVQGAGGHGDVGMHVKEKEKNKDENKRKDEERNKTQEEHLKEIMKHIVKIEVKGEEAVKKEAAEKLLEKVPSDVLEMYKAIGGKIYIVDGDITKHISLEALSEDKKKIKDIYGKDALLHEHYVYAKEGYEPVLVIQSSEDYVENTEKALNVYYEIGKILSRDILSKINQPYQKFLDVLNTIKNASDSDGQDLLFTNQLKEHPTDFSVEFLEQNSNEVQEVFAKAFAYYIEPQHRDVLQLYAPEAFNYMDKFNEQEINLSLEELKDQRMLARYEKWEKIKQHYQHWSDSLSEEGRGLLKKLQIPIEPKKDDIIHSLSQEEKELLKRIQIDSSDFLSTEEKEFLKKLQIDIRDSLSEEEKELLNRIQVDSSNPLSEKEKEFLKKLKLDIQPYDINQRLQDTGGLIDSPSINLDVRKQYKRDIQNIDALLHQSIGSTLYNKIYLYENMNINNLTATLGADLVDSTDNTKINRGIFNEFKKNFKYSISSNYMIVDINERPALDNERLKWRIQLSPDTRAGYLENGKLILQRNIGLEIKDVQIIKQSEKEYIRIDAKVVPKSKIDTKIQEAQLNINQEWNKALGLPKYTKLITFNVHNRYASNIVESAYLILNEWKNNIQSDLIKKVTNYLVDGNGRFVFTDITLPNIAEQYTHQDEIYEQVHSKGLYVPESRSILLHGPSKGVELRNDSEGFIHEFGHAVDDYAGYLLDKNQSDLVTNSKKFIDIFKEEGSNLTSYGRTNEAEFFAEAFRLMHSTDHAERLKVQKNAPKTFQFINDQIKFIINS
MazEF act – increases E. coli MazEF RNase cleavage of RNA; P0AE70; FAM/BHQ RNA-DNA oligo cleavage fluorescence, 5 h; activation, % at 20 µM; 350,000 compounds, 0.32% hits; in the data active = activation above about 50%
DUSP3 inh – blocks human VHR1 dual specificity phosphatase. 290,000 compounds, 0.52% hits. inhibition, % at 13.3 µM. recombinant VHR phosphatase, pNPP absorbance. P51452; in the data active = inhibition above about 50%; note: some compounds called inactive have numbers as strong as hits
BoNT F protease – inhibitors of Botulinum neurotoxin F light chain protease; Multiplex microsphere protease cleavage assay, flow cytometry; inhibition, % at 10 µM; 360,000 compounds, 0.22% hits; AID 588497; in the data active = inhibition above about 35%, passing the limit was not always enough; note: plate controls were buffer without enzyme for full effect and enzyme alone for no effect
An asterisk follows results filed as active; / = no result given; & = joins results of further samples. Cut-off read from the data, not from the text of the source, unless noted: active = inhibition above about 30%; inconclusive = no clear call, values can overlap the other calls; inactive = below that. Not all compounds are listed; rates above refer to the full screens.

SMILES | 3CLpro inhibitor | CCHF vOTU inh | Rv3671c inh | PrPC TRFRET | PriA SSB inh | BoNT A protease | Anthrax LF prot | MazEF act | DUSP3 inh | BoNT F protease
O=C(Cn1nc(-c2ccc(Cl)cc2)c2ccccc2c1=O)NN1CCOCC1 | 1 | -8 | 2 | 4 | 1 | / | / | 0 | 20 | /
CC/C(=N\NC(=O)c1c(-c2ccccc2)noc1C)c1ccc(C)o1 | 2 | -19 | 1 | 2 | / | 0.3 | 1 | 2 | 2 | -2
COc1ccc(OC)c(-c2nc(C(=O)NCC3CCCO3)cc3c2[nH]c2ccccc23)c1 (centres undefined) | 1 | -2 | -10 | -5 | -7 | -0.5 | -13 | 1 | 5 | -11
COCCNC(=S)N1CCc2cc(OC)c(OC)cc2C1COc1ccc(F)cc1 (centres undefined) | 3 | -9 | 1 | -1 | -4 | 0.1 | -3 | -3 | 9 | -12
O=C(NC1(O)C(=O)c2ccccc2C1=O)c1ccc(C(F)(F)F)cc1 | 4 | 81* | -134 | -1 | 8 | / | / | -6 | 9 | /
CCN(c1ccccc1)S(=O)(=O)c1ccc(Cl)c(C(=O)OCC(=O)c2[nH]c(C)c(C(C)=O)c2C)c1 | -1 | 25 | -2 | 11 | -23 | 0.4 | -4 | 1 | 2 | 14
CC12COC3(C(=O)Nc4ccc(F)cc4)CC1CCC32C (centres undefined) | -1 | 6 | -21 | -8 | -10&-26 | 0.3 | 1 | -1 | 1 | -8
Cc1ccc(NC(=O)c2ccc(CN3CC(=O)N4CCCCC4C3=O)cc2)c(C)c1 (centres undefined) | -4 | -2 | -3 | 2 | -4 | 0.0 | -4 | 0 | -2 | -3
Cn1c(=O)c2c(nc(NN=C3CCCCC3)n2C)n(C)c1=O | -3 | 3 | -3 | -9 | -5 | -0.8 | 0 | 11 | -8 | -6
O=C(COC(=O)c1cc([N+](=O)[O-])ccc1N1CCCC1)Nc1ccccc1OC(F)F | / | 4 | / | -12 | 15 | 0.8 | -2 | 5 | / | 0
CCC(CC)NC(=O)CON=C1c2ccccc2-c2ccccc21 | -2 | 12 | -4 | -11 | -14 | 2.2 | 0 | 1 | 33 | 10
CN1/C(=C\C(=O)c2ccco2)C(C)(C)c2ccccc21 | 0 | -16 | -34 | -8 | 13 | 3.7 | 13 | 21 | 0 | 13
CCOCCSc1nc2c(c(=O)[nH]c(=O)n2C)n1CCCc1ccccc1 | 3 | -2 | -3 | 6 | -8 | 0.1 | -5 | 4 | 11 | -1
CCC(C)c1ccc(NC(=O)C2CCN(c3ncccn3)CC2)cc1 (centres undefined) | -4 | 9 | -3 | 4 | 2 | -0.1 | -2 | -1 | 29 | 4
O=C1CN(C(=O)c2ccc(Cl)c(S(=O)(=O)N3CCc4ccccc43)c2)c2ccccc2N1 | 2 | 6 | -9 | 5 | 2 | -0.5 | -7 | -3 | 11 | 2
CCN1CCN(CCn2c(=S)[nH]c3cc4c(cc3c2=O)OCO4)CC1 | -3 | 2 | -1 | -7 | -7 | 1.0 | -8 | 4 | 37 | 1
CCOc1ccc(CN2C(=O)c3ccccc3C2C(=O)NC(C)CC)cc1OC (centres undefined) | -3 | 17 | -5 | 6 | 0 | 4.7 | 15 | -4 | 20 | -4
CCOC(=O)c1sc(=NC(=O)c2ccc(C)c(C)c2)n(C)c1C | 1 | -5 | -5 | -13 | -16 | 2.1 | 3 | 16 | 16 | 20
Cc1ccc(N/C=C/C(=O)c2cccs2)cc1C | 1 | -2 | -3 | -1 | -28 | 1.4 | 2 | -8 | -7 | 4
CCOC(=O)CN1C(=O)S/C(=C/c2cccc([N+](=O)[O-])c2O)C1=O | 1 | -5 | -5 | -1 | 8 | 1.0 | -2 | -14 | 10 | 7
CCCOc1ccc(C2/C(=C(/O)c3ccc(F)cc3)C(=O)C(=O)N2CCCN(C)C)cc1 (centres undefined) | 0 | 9 | 3 | 2 | / | 1.3 | 2 | 4 | -5 | 7
CC(=O)N1c2ccc(S(=O)(=O)NCCC(=O)NCc3ccc(F)cc3)cc2CC1C (centres undefined) | 2 | -2 | -4 | 2 | -4 | -0.1 | 2 | -2 | 33 | -2
CCCN(CCC)CCNC(=O)CN1C(=O)COc2ccc(S(=O)(=O)N3CCOCC3)cc21 | -4 | 3 | -6 | 3 | -9 | -3.7 | -2 | -1 | 49 | -7
Cc1onc(-c2ccccc2Cl)c1C(=O)NNC(=O)c1cccc(F)c1 | -10 | -4 | 0 | 3 | 0 | -1.6 | -2 | 3 | -6 | 3
CC(=O)Nc1ccc(NC(=O)CSc2nccn2Cc2ccc(Cl)cc2)cc1 | -2 | -3 | -5 | 3 | 1 | -2.8 | -5 | -3 | 21 | 1
New compounds follow.
SMILES | 3CLpro inhibitor | CCHF vOTU inh | Rv3671c inh | PrPC TRFRET | PriA SSB inh | BoNT A protease | Anthrax LF prot | MazEF act | DUSP3 inh | BoNT F protease
Cc1ccc(-c2nc(C3CCCN(S(=O)(=O)c4ccc(C(F)(F)F)cc4)C3)no2)cc1 (centres undefined) | 0 | / | 0 | / | -21 | -0.2 | -6 | -9 | 4 | -2
Cc1nc(N2CCN(S(=O)(=O)c3cccs3)CC2)c2c(-c3ccccc3)c(C)sc2n1 | / | 4 | / | -1 | / | 0.4 | -11 | 5 | / | -20
Cc1ccc(C2(C(F)(F)F)N=C3Sc4cc(C)cc(C)c4N3C(=O)N2)cc1 (centres undefined) | 2 | -15 | 6 | 2 | 13 | 0.1 | -4 | -8 | 16 | 1
C/C(=N\NC(=O)c1cc2ccccc2cc1O)c1ccc(C)o1 | 7 | 14 | 5 | 2 | / | 0.4 | 0 | 5 | 10 | -10
CCc1ccc(N2C(=O)NC(=O)/C(=C\c3cc(C)n(-c4cc(C(=O)O)cc(C(=O)O)c4)c3C)C2=O)cc1 | -1 | 8 | -16 | 6 | 1 | -1.6 | -2 | -20 | -9 | 10
COc1ccc(CC(N)c2csc(Nc3ccc(C(C)=O)cc3)n2)cc1 (centres undefined) | / | -2 | / | 10 | / | -0.4 | -10 | / | / | -11
O=C(CCNC(=O)c1ccc([N+](=O)[O-])cc1)Nc1ccc(F)c(F)c1F | 3 | 14 | -1 | -10 | -3 | -0.2 | -1 | 7 | 22 | -1
C/C(CC(=O)Nc1ccc(Cl)c(Cl)c1)=N\NC(N)=S | 4 | -13 | -8 | -6 | / | 1.1 | -4 | 1 | 21 | -2
COc1ccccc1-c1n[nH]c(=S)n1N | 1 | 7 | 6 | -2 | -6&-8 | 0.7 | -4 | 3 | -5 | -6
Cc1nc2cc(NC(=O)NCCC3=CCCCC3)ccc2o1 | -3 | 16 | -7 | -5 | -2 | 1.2 | -5 | -5 | 4 | 4
O=c1c2ccccc2nc(-c2ccccc2F)n1-c1ccccc1 | 8 | -9 | 8 | -6 | -5 | -0.2 | 0 | -3 | 4 | -1
COc1ccc(OC)c(C(=O)NC(CC(N)=O)c2ccc(NCCN3CCOCC3)c([N+](=O)[O-])c2)c1 (centres undefined) | / | 5 | 1 | -25 | 7 | 0.1 | 2 | -25 | 19 | -2
O=C(OCc1cc(=O)n2cc(Br)ccc2n1)C1COc2ccccc2O1 (centres undefined) | 1 | 25 | -7 | -18 | -18 | 1.3 | 9 | 6 | 29 | 8
CCc1ccc(/C(C)=N/NC(=O)c2c[nH]c3ccccc23)s1 | -1 | 6 | -8 | 2 | / | -0.9 | 1 | -12 | -2 | 8
O=C1CSC(=S)N1c1cccnc1 | 4 | -2 | -8 | 2 | -4 | 0.4 | 3 | -3 | 23 | 5
CCc1ccc(Oc2nnnn2-c2ccc(C(N)=O)cc2)cc1 | 4 | -14 | -2 | 3 | -6 | -0.4 | -2 | 19 | 17 | -5
CCN(Cc1nc2cc(OC)c(OC)cc2c(=O)[nH]1)C(=O)c1ccc(S(=O)(=O)N(C)C)cc1 | -7 | -5 | 5 | -1 | -13 | 1.6 | 0 | 1 | 17 | -6
Cc1ccccc1CS(=O)(=O)c1cnc2ccccc2n1 | 2 | -2 | 8 | 8 | -8 | -0.3 | -5 | -5 | 22 | -1
NC(=O)c1ccsc1NC(=O)c1ccc(N2CCCC2=O)cc1 | 2 | 16 | -26 | 7 | -3 | -0.5 | -7 | 9 | 6 | -4
COC(=O)C1=C(c2ccc(C(C)=O)cc2)C[C@@H]2CC[C@H]1N2C(=O)NC1CCCCC1 | / | -11 | 1 | -1 | -9 | -0.2 | -1 | -2 | / | -3
Cc1cccc(N2CCN(CCc3ccccc3)CC2)c1C | 3 | 5 | -11 | 6 | 2 | -0.5 | -11 | 8 | 2 | 0
CCCCC(=O)Nc1ccc(NC(=O)CCCC)nc1 | -2 | 0 | 4 | 0 | -6 | 0.6 | 2 | 5 | -5 | 6
